# Source: PubChem
# CD40 NFkB inh – CD40 pathway inhibition in BL2 cells | inhibition, % at 10 µM | AID 1053188 | 83,000 tested, 0.94% active | BL2 NF-kB luciferase reporter, CD40L-induced, 4 h;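 active = mean inhibition of at least 50% with a set share of replicates also reaching that level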;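 also: 0% = neutral control wells and 100% = IKK inhibitor VII at 50 µM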
# Numbers without * were called inactive; [ ] = dose if it differs, or a comment. Some of the compounds tested; the hit share may differ from the screen's.
SMILES,CD40 NFkB inh
O=C1CCC(Cc2ccccc2)N1 (stereo not given),10.8
CC1CCCCN1C(=O)c1ccc(C(=O)N2CCCCC2C)cc1 (stereo not given),5.5
OC[C@@H]1CN(Cc2ccncc2)C[C@H](n2cnc3c(NC4CCCC4)ncnc32)O1,-4.4
C=C(C)CN(CC)Cc1c(C(=O)N(C)CCCC)nc2ccccn12,-8.2
CCOC(=O)c1c(C)n(C)c2ccc(OC)c(NS(=O)(=O)CC)c12,1.5
Cn1c(=O)[nH]c(=O)c2[nH]c(N(Cc3ccccc3)Cc3ccccc3)nc21,18.1
O=C(C[C@H]1CC[C@@H](NC(=O)C2CC2)[C@@H](CO)O1)Nc1ccccc1,3.4[25 µM]
COc1ccc(CSc2cccc3cccnc23)cc1[N+](=O)[O-],-101.0
CC(C)N(C[C@@H]1N[C@H](CO)[C@@H]1c1ccccc1)C(=O)CN1CCOCC1,-11.3[25 µM]
COc1cccc(S(=O)(=O)Nc2ccc3c(c2)[C@@H]2C[C@@H](CC(=O)NCc4ccccc4F)O[C@H](CO)[C@@H]2O3)c1,6.1[25 µM]
COc1ccc(NC(=O)N2CCCCN3[C@@H](CO)[C@H](c4ccc(-c5ccccc5F)cc4)[C@@H]3C2)cc1,7.1[25 µM]
CC1(C(=O)O)CCN1C(=O)c1ccccc1F (stereo not given),0.3
O=[N+]([O-])c1cc(C(F)(F)F)ccc1NC1CCN(Cc2ccccc2)C1 (stereo not given),4.6
CC(=O)Nc1ccc(CN(C)c2c(C)nc3ccc(C(=O)NCCCn4ccnc4)cn23)cc1,-2.9
Cn1c(=O)c2ccccc2n(CC(=O)NC2CCCCC2)c1=O,13.6
CC(=O)Nc1cccc(C(=O)OCC(=O)Nc2ccc(Cl)cn2)c1,-34.2
O=C(COC(=O)c1ccc(Cl)c(S(=O)(=O)N2CCOCC2)c1)NCc1ccco1,6.6
O=C1CC(c2nc3ccccc3[nH]2)CN1Cc1ccccc1 (stereo not given),-14.0
N#C[C@H]1N[C@H](CO)[C@H]1c1ccc(C#CC2CCCC2)cc1,61.8*
Cc1ccc2c(c1C)NC(C)CC2C (stereo not given),-4.1
CN(C)C(=O)c1cccc(-c2ccc([C@@H]3[C@H](CO)N4C(=O)CN(C(=O)C5CCCC5)C[C@@H]34)cc2)c1,8.8
C/C(=N\NC(=O)Cc1ccc(Cl)cc1)c1ccccn1,36.2
COc1ccc(NC(=O)Nc2ccc(N3CCCC3=O)cc2)cc1OC,-3.5
CSc1cccc(NC(=O)CCn2c(=O)c3cccn3c3cccnc32)c1,-0.6
CCSc1nnc(NC(=O)CC(C)C)s1,-15.1

# Reprinted from the part before: 3 compounds; new compounds follow.
SMILES,CD40 NFkB inh
COc1ccc(NC(=O)Nc2ccc(N3CCCC3=O)cc2)cc1OC,-3.5
CSc1cccc(NC(=O)CCn2c(=O)c3cccn3c3cccnc32)c1,-0.6
CCSc1nnc(NC(=O)CC(C)C)s1,-15.1
C[C@@H]1CN([C@@H](C)CO)C(=O)c2cc(NS(=O)(=O)c3cccs3)ccc2O[C@@H](C)CCCCO[C@H]1CN(C)C(=O)c1ccncc1,-1.5[25 µM]
COc1ccccc1/C=C/CN1CCC(CO)(Cc2ccccc2)CC1,18.8
CN(CCOc1ccccc1)C(=O)C1CCC(=O)N(CCCN2CCCC2=O)C1 (stereo not given),-1.5
Cc1ncsc1CCC(=O)N1CCCC(C(=O)c2cccc(Cl)c2)C1 (stereo not given),-0.2
C[C@H](CO)N1C[C@H](C)[C@@H](CN(C)C(=O)Nc2ccccc2)Oc2ccc(NS(=O)(=O)c3ccc(F)cc3)cc2C1=O,4.1[25 µM]
CN1C(=O)c2cc(NC(=O)c3cnccn3)ccc2OC[C@@H]2O[C@H](CC(=O)N[C@@H]3CCN(Cc4ccccc4)C3)CC[C@@H]21,-0.5[25 µM]
O=C(CSc1nc2[nH]ncc2c(=O)[nH]1)Nc1ccc(F)cc1,-9.9
COc1cc(CN2CC3(CCN(C(=O)Nc4c(C)noc4C)CC3)c3c(n(C)c4cc(OC)ccc34)[C@@H]2CO)cc(OC)c1,9.8[25 µM]
O=C1NC(c2ccc(Br)cc2)Nc2sc3c(c21)CCC3 (stereo not given),-28.4
Cc1ccc(-c2nc3cnccn3c2Nc2ccccc2)o1,-27.1
Fc1ccc(CNCc2ccccc2Cl)cc1,-22.7
O=C([C@@H]1[C@@H](CO)[C@@H]2Cn3c(ccc(C4=CCCCC4)c3=O)[C@H]1N2Cc1nccs1)N1CCCCC1,-5.0[25 µM]
CC(=O)NC[C@@H]1[C@@H](c2ccc(-c3cccnc3)cc2)[C@@H](CO)N1C(=O)CC1CC1,-0.8[25 µM]
C/C=C/c1ccc([C@@H]2[C@@H](CO)N(C(C)=O)[C@H]2CN(CC)C(=O)CN(C)C)cc1,-10.4[25 µM]
CCOc1cccc(C(=O)N2CCCCC2c2cccnc2)c1 (stereo not given),8.2
COc1ccc(S(=O)(=O)Nc2cccc3c2O[C@H](CN(C)CC2CCCCC2)[C@@H](C)CN([C@H](C)CO)C3=O)cc1,-1.9[25 µM]
CC(C)NC(=O)N1C[C@@H]2[C@H](c3ccccc31)[C@@H](CO)N2C(=O)c1ccc(F)cc1,4.5[25 µM]
N#Cc1c(NC(=O)CN2CCOCC2)oc(-c2ccccc2)c1-c1ccccc1,1.3
CCC(C)(C(=O)NC1CCCC1)N(Cc1ccco1)C(=O)c1ccc2c(c1)OCO2 (stereo not given),10.2
O=C(NNC(=O)C1CCN(Cc2cccc(F)c2)CC1)c1cccs1,16.3
NC(=O)c1ccccc1OCC(=O)O,12.4
COc1ccc(S(=O)(=O)NCc2ccco2)cc1N(C)S(=O)(=O)c1ccccc1,-4.9
O=C1NC2(CCCCC2)C(=O)N1CC(=O)N1CCc2ccccc21,6.5
O=C(NCc1ccccc1)c1cc(-c2ccncc2)nc2ccccc12,-9.3
Cc1nnc(NC(=O)Cc2cccs2)s1,15.7

# Gathered by group, the entries above with a COOH group.
SMILES,CD40 NFkB inh
CC1(C(=O)O)CCN1C(=O)c1ccccc1F (stereo not given),0.3
NC(=O)c1ccccc1OCC(=O)O,12.4

# Following part:
SMILES,CD40 NFkB inh
COc1ccc(Nc2nc(N3CCCCC3)c3ccccc3n2)cc1,41.5
CCCCCC(C)n1[nH]c(=O)cc1N (stereo not given),7.2
CN(CC(=O)N1CCN(c2ccccc2F)CC1)S(=O)(=O)c1cnc[nH]1,5.0
COc1cc2c(cc1OC)C(C(=O)NCc1cccnc1)C(c1cccnc1)N(C)C2=O (stereo not given),5.8
CCN(CC(=O)Nc1ccc(OC)cc1)C(=O)c1ccc2[nH]c3c(c2c1)CC(C)CC3 (stereo not given),-5.0
Cc1cc(C)n(-c2nc(C(F)(F)F)nc3ccccc23)n1,3.9
CN(C)CC(=O)N1[C@@H](C#N)[C@H](c2ccccc2-c2cccc(C(=O)N(C)C)c2)[C@@H]1CO,-15.4[25 µM]
Cc1ccc(/C=C/C(=O)OCC(=O)N(CC(C)C)c2c(N)n(Cc3ccccc3)c(=O)[nH]c2=O)o1,3.1
COc1ccc(CCn2c(-c3ccncc3)n[nH]c2=S)cc1OC,3.2
CCOC(=O)c1c(C)oc2c1c(CN1CCN(CCO)CC1)c(O)c1ccccc12,-37.4
Cc1nn(CCCNC(=O)C2CCCO2)cc1Br (stereo not given),12.9
Cc1oc(CC(C)C)c(CN)c1C(=O)O,7.1
Cn1c(Oc2ccc3c(c2)OCO3)nc2c1c(=O)n(Cc1ccccc1)c(=O)n2C,9.6
CCN(CCNC(=O)CN1CCN(Cc2ccc(Cl)cc2)C1=O)c1ccccc1,12.3
Cc1ncoc1C(=O)NCCC(c1ccccc1)c1ccccc1,-2.1
Cc1cc(C(=O)OCC(=O)c2cccs2)c2ccccc2n1,3.8
Nc1nc(Cl)nc2c1ncn2[C@@H]1O[C@H](CO)[C@@H](O)[C@H]1O,8.5
COc1cc(C(=O)N2CCN(c3ccccc3)CC2)c([N+](=O)[O-])cc1OC,-6.4
COC(=O)c1ccc(C2NC(=O)c3ccccc3O2)cc1 (stereo not given),-11.9
COc1ccc(CC(=O)N/N=C/c2cccs2)cc1OC,-2.9
CC(C(=O)N(C)CC(=O)Nc1ccccc1C(F)(F)F)N1C(=O)c2ccccc2C1=O (stereo not given),10.3
NC(=O)C1(N2CCCCC2)CCN(CC(=O)Nc2ccccc2-c2ccccc2)CC1,3.1
Cc1nc(NCc2cccnc2)c2c3c(sc2n1)CC(C)CC3 (stereo not given),-9.9
COc1c(O)ccc2c1CN1CCc3cc4c(cc3C1C2)OCO4 (stereo not given),-45.3
CCN(CC)CCCSc1nc2ccccc2s1,-34.7

# Individual results from the list.
# `Cc1cc(C)n(-c2nc(C(F)(F)F)nc3ccccc23)n1` – CD40 NFkB inh: 3.9
# `CCOC(=O)c1c(C)oc2c1c(CN1CCN(CCO)CC1)c(O)c1ccccc12` – CD40 NFkB inh: -37.4
# `Cc1oc(CC(C)C)c(CN)c1C(=O)O` – CD40 NFkB inh: 7.1
# `CC(C(=O)N(C)CC(=O)Nc1ccccc1C(F)(F)F)N1C(=O)c2ccccc2C1=O` (stereo not given) – CD40 NFkB inh: 10.3
# `Nc1nc(Cl)nc2c1ncn2[C@@H]1O[C@H](CO)[C@@H](O)[C@H]1O` – CD40 NFkB inh: 8.5
# `Cc1cc(C(=O)OCC(=O)c2cccs2)c2ccccc2n1` – CD40 NFkB inh: 3.8
# `COC(=O)c1ccc(C2NC(=O)c3ccccc3O2)cc1` (stereo not given) – CD40 NFkB inh: -11.9

# (cont.)
SMILES,CD40 NFkB inh
Cc1cc(C)n2nc(C(=O)Nc3ccc4c(c3)CCC4)nc2n1,-76.0
Cc1noc(C)c1S(=O)(=O)Nc1ccc2c(c1)C(=O)N([C@H](C)CO)C[C@@H](C)[C@H](CN(C)Cc1ccc(C(=O)O)cc1)OCCCC[C@@H](C)O2,-10.7[25 µM]
Nc1ccc2nc(CCCCCCCCc3nc4ccc(N)cc4[nH]3)[nH]c2c1,10.1
O=C(CCCN1C(=O)c2cccc3cccc(c23)C1=O)NCc1cccs1,5.0
COc1ccc(/C=N/NC(=O)c2ccc(N(C)S(=O)(=O)c3ccccc3)cc2)cc1,-13.7
O=C(c1ccccn1)N1CC2(C1)[C@@H](c1ccccc1)[C@@H](CO)N2Cc1ccc(F)cc1,-7.3[25 µM]
COc1ccc(CC(=O)NCCS(=O)(=O)N2CCN(c3ccccc3)CC2)cc1,9.3
COc1cc(C(C)=O)ccc1OCC(=O)NC(=O)Nc1ccc(C)cc1C,0.9
Cc1ccc(S(=O)(=O)N2CCN(C(=O)CCC(=O)Nc3ccc(Br)c(C)c3)CC2)cc1,4.2
Cc1cc2c(SCc3ccccc3Cl)nc(N)nc2nc1C,7.0
O=C(N/N=C/c1c(Cl)cccc1Cl)c1cccc(F)c1,-84.0
CN(c1ccccc1)S(=O)(=O)c1cccc(NC(=O)Cc2ccc(Cl)cc2)c1,7.0
Cc1noc(C)c1S(=O)(=O)N(C)C[C@H]1OCc2cn(nn2)CCCC(=O)N([C@H](C)CO)C[C@@H]1C,-1.3[25 µM]
C=C(C)C1Cc2nc(N)nc(C)c2C1 (stereo not given),-1.7
C[C@H]1CN([C@@H](C)CO)C(=O)c2c(c3ccccc3n2C)-c2ccccc2CO[C@H]1CN(C)C(=O)NC1CCCCC1,21.9[25 µM]
CCCNC(=O)c1cc2c(c(-c3cccc(-c4cc5ccccc5o4)c3)n1)[C@@H](CCO)N(C(=O)NC(C)C)C2,43.3[25 µM]
CCOc1ccc(OCCCC(=O)ON=C(N)c2ccccc2C)cc1,1.8
COCC(=O)N1[C@H](CO)[C@H](c2ccc(-c3ccccc3OC)cc2)C12CN(C(C)=O)C2,-6.3[25 µM]
COCCNC(=O)c1cc(Br)ccc1Cl,15.1
CC1(C)C2CCC1(C)C(OCCNCCOC(=O)Nc1ccccc1)C2 (stereo not given),14.5
CN(C)c1ccc(C=Cc2cnccn2)cc1,-41.8
CC(C)(C)NCC(=O)c1c[nH]c2ccccc12,10.9
Cc1cc(C)n(-c2ncnc3c2oc2ccccc23)n1,-21.8
COc1ccc(OC)c(C(=O)COC(=O)c2cc(C)oc2C)c1,0.3
Cc1cc(O)c(C(C)C)cc1NC(=S)Nc1cc(C(C)C)c(O)cc1C,2.0
# (continued)
SMILES,CD40 NFkB inh
CCN(CC(=O)NCc1cccs1)C(=O)CCOc1ccccc1,-0.3
O=C(Cc1cccnc1)N1CC(=O)N2[C@H](CO)[C@H](c3ccc(C4=CCCCC4)cc3)[C@@H]2C1,6.3
CC(OC(=O)c1cc(Br)ccc1O)C(=O)Nc1ccc(S(=O)(=O)N2CCCC2)cc1 (stereo not given),65.2*
O=C(COC(=O)c1ccc2ncsc2c1)NCc1ccc(F)cc1,-5.0
CC(=O)c1cccc(S(=O)(=O)N2CCC(C(=O)OC3CCOC3=O)CC2)c1 (stereo not given),5.4
C[C@H](CO)N1C[C@H](C)[C@H](CN(C)C(=O)Cc2ccccc2)OCc2ccccc2-c2c(n(C)c3ccccc23)C1=O,6.1
O=S(=O)(c1cccc(Br)c1)N1CCN(C(=S)NCC2CCCO2)CC1 (stereo not given),5.4
CCC1CCCCN1C(=O)CN1C(=O)c2ccccc2S1(=O)=O (stereo not given),4.6
CCOC(=O)c1ccccc1OCc1cc(/C=N/n2cnnc2)ccc1OC,-3.2
CCOC(=O)c1cc2sccc2n1CC(=O)OC(C)C,12.3
O=C(NCCCn1ccnc1)c1ccncc1,-2.0
CCCNC(=O)NC[C@@H]1[C@H](c2ccc(C3=CCCC3)cc2)[C@@H](CO)N1C(C)=O,-1.7
CC1CCC(NC(=O)c2cccc(S(=O)(=O)N3CCN(c4ccccc4)CC3)c2)CC1 (stereo not given),5.1
Nc1c2c3c(sc2nc(=O)n1N)CCCC3,2.9
N#Cc1ccccc1OCC(=O)NNC(=O)CNC(=O)c1ccc(Br)o1,11.5

# Laid out differently: two of the compounds above.
> N#Cc1ccccc1OCC(=O)NNC(=O)CNC(=O)c1ccc(Br)o1
  CD40 NFkB inh = 11.5

> CCN(CC(=O)NCc1cccs1)C(=O)CCOc1ccccc1
  CD40 NFkB inh = -0.3
